# TcdB inh: blocks C. difficile toxin B glycohydrolase activity. TcdB glycohydrolase enzymatic assay, plate reader. inhibition, % at 9.99 µM. 350,000 compounds, 0.24% hits. AID 652162; in the data active means inhibition above about 10%
# Target sequence (P18177 whole entry, looked up): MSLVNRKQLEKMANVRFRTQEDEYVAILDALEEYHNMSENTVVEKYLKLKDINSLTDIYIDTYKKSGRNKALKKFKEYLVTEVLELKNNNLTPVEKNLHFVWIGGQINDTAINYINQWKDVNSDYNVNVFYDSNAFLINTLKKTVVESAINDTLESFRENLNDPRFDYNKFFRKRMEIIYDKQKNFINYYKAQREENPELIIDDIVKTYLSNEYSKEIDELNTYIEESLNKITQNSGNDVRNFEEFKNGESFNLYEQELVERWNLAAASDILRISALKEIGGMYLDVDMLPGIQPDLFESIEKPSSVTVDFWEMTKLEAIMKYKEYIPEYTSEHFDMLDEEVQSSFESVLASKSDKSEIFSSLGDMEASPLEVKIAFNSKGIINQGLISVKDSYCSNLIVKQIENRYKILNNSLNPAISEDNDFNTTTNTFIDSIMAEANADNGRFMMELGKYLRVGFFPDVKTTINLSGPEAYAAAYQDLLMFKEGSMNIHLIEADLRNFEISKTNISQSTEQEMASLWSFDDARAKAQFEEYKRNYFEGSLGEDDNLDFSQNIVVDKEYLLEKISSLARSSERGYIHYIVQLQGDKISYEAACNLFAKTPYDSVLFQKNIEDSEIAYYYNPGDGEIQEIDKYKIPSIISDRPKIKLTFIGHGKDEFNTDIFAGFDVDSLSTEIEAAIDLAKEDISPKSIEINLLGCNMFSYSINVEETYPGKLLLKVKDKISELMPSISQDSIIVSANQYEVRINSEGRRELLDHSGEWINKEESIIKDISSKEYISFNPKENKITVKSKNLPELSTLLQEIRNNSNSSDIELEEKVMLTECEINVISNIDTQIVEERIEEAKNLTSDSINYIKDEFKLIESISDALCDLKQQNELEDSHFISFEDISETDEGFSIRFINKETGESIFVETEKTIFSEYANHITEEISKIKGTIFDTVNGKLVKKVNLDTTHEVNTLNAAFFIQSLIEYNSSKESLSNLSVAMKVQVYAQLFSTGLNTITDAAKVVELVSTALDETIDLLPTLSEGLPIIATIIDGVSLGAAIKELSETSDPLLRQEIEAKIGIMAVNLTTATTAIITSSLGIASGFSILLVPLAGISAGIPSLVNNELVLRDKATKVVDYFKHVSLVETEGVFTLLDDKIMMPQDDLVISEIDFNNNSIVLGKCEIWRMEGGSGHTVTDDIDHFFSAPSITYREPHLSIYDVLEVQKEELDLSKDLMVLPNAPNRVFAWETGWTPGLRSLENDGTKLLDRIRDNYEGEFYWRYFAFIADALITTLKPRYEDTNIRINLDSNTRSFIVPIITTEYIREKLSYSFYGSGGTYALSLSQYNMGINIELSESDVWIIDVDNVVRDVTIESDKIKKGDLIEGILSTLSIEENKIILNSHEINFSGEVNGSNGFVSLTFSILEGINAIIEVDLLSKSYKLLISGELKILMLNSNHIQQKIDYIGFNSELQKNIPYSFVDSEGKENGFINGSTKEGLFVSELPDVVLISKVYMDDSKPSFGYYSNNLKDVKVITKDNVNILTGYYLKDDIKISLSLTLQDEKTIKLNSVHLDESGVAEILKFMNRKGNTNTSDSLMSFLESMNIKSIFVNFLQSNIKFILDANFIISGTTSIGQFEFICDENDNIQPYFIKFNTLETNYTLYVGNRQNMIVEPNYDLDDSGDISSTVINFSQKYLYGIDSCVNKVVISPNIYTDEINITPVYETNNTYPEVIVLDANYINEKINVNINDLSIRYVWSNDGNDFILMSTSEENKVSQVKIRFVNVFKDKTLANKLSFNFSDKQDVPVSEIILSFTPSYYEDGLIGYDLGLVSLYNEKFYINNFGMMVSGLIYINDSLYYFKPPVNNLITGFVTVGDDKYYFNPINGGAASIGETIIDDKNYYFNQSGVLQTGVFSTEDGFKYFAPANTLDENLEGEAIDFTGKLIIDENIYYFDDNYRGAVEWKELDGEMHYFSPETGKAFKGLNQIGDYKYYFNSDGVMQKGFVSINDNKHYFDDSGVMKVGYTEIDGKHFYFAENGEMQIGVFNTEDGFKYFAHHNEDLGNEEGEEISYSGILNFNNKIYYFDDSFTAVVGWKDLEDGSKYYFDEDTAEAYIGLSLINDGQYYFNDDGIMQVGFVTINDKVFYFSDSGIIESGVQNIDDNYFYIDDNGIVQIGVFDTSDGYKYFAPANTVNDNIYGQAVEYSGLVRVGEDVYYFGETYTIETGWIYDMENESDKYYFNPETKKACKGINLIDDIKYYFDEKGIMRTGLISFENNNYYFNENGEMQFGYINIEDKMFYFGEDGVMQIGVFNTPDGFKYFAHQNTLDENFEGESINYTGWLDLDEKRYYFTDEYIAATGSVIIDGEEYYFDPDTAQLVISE
# Numbers without * were called inactive; & = joins results of further samples. Some of the compounds tested. The share of hits here may be higher or lower than overall.
(1) C[C@H](O)C#Cc1cnc2c(c1)C(=O)N([C@H](C)CO)C[C@H](C)[C@H](CN(C)Cc1ccccn1)O2
  TcdB inh: -0.7

(2) C[C@@H]1CN([C@H](C)CO)C(=O)c2cc(C#CC3(O)CCCC3)cnc2O[C@H]1CN(C)C(=O)C1CCCCC1
  TcdB inh: -0.4

(3) COc1ccc(-c2ccc3c(c2)[C@@H]2[C@@H](CCN2S(=O)(=O)c2ccc(F)cc2)[C@H](CO)N3C)cc1
  TcdB inh: -0.9

(4) CC(C)NC(=O)N1[C@H](CO)[C@H]2c3ccccc3N(C(=O)Nc3ccccc3)C[C@H]21
  TcdB inh: 1.7

(5) COc1ccc(NC(=O)N(C)C[C@H]2Oc3c(NC(=O)Nc4ccccc4)cccc3C(=O)N([C@@H](C)CO)C[C@@H]2C)cc1
  TcdB inh: 0.4

(6) COc1cc(CN2CC3(CCN(S(=O)(=O)c4cn(C)cn4)CC3)c3c(n(C)c4cc(OC)ccc34)[C@@H]2CO)cc(OC)c1
  TcdB inh: 0.5

(7) O=C(Nc1ccc2c(c1)OCO2)N1[C@@H]2CNC[C@H]1C2c1ccc(/C=C/c2ccccc2)cc1 (stereo partly drawn)
  TcdB inh: -2.9

(8) C[C@H]1CN([C@@H](C)CO)C(=O)c2cc(NC(=O)CCCN(C)C)ccc2O[C@H]1CN(C)C
  TcdB inh: 0.2

(9) C[C@@H]1CN([C@H](C)CO)C(=O)c2cc(NC(=O)C3CCCCC3)ccc2O[C@@H]1CN(C)S(=O)(=O)c1ccccc1
  TcdB inh: -1.4

(10) Cc1ccccc1S(=O)(=O)N1CCCCN2[C@H](C1)[C@@H](c1ccc(C#CCN(C)C)cc1)[C@@H]2CO
  TcdB inh: 1.1

(11) Cc1cccc(-c2ccc([C@@H]3[C@@H](CO)N4CCCCN(S(=O)(=O)c5cn(C)cn5)C[C@@H]34)cc2)c1
  TcdB inh: -0.4

(12) C[C@H](CO)N1C[C@H](C)[C@@H](CN(C)S(=O)(=O)c2cccs2)OCCCC[C@H](C)Oc2ccc(NS(=O)(=O)c3ccc(Cl)cc3)cc2C1=O
  TcdB inh: 0.1

(13) COc1cccc(NC(=O)N2C[C@@H](O)COC[C@H]3O[C@@H](CC(=O)NC4CCCC4)CC[C@@H]32)c1
  TcdB inh: -1.9

(14) COc1ccc(S(=O)(=O)N(C)C[C@H]2OCCCC[C@H](C)Oc3ccc(NS(=O)(=O)c4c(C)noc4C)cc3C(=O)N([C@@H](C)CO)C[C@@H]2C)cc1
  TcdB inh: 1.0

(15) CCCNC(=O)N(C)C[C@H]1Oc2ncc(-c3ccc(C(=O)N(C)C)cc3)cc2C(=O)N([C@H](C)CO)C[C@H]1C
  TcdB inh: 1.8

(16) C/C=C/c1ccc2c(c1)O[C@@H](CN(C)C(=O)Nc1ccc(F)cc1)[C@@H](C)CN([C@H](C)CO)S2(=O)=O
  TcdB inh: 0.9

(17) C[C@@H]1CN([C@@H](C)CO)C(=O)c2cc(NC(=O)C3CCCCC3)ccc2O[C@H]1CN(C)S(=O)(=O)c1cn(C)cn1
  TcdB inh: -1.0

(18) CC(=O)N(C)C[C@@H]1OCc2ccccc2-c2ccccc2C(=O)N([C@@H](C)CO)C[C@H]1C
  TcdB inh: -0.3

(19) CN(C)CC#Cc1ccc([C@@H]2[C@@H](CO)N3CCCCN(S(=O)(=O)c4ccccc4F)C[C@H]23)cc1
  TcdB inh: 1.2

(20) CCCC(=O)N1CCC2(CC1)CN(Cc1ccc(Cl)cc1)[C@@H](CO)c1[nH]c3cc(OC)ccc3c12
  TcdB inh: -0.5

(21) CCC(=O)N1[C@H](CO)[C@H](c2ccccc2)C12CN(C(=O)Nc1cccc(OC)c1)C2
  TcdB inh: -0.6

(22) CCCNC(=O)N1[C@H](C#N)[C@H](c2ccccc2C2=CCCCC2)[C@@H]1CO
  TcdB inh: 0.2

(23) C[C@@H]1CN([C@@H](C)CO)C(=O)c2cc(NC(=O)c3ccncc3)ccc2O[C@@H]1CN(C)S(=O)(=O)c1cn(C)cn1
  TcdB inh: 0.1

(24) C[C@H]1CN([C@@H](C)CO)C(=O)Cc2cc(NC(=O)Cc3cn(C)c4ccccc34)ccc2O[C@H]1CN(C)Cc1ccc2c(c1)OCO2
  TcdB inh: 0.0

(25) N#C[C@@H]1[C@@H](c2ccc(-c3ccc(F)cc3)cc2)[C@@H](CO)N1C(=O)Cc1ccccc1
  TcdB inh: -0.1

(26) CC(C)NC(=O)N(C)C[C@H]1Oc2c(NC(=O)c3ccncc3)cccc2C(=O)N([C@H](C)CO)C[C@@H]1C
  TcdB inh: -0.3

(27) CCC(=O)N(C)C[C@@H]1Oc2ncc(C#Cc3ccccc3OC)cc2C(=O)N([C@@H](C)CO)C[C@H]1C
  TcdB inh: -0.7

(28) Cc1noc(C)c1NC(=O)N(C)C[C@@H]1OCCCC[C@H](C)Oc2ccc(NC(=O)NC(C)C)cc2C(=O)N([C@@H](C)CO)C[C@H]1C
  TcdB inh: -2.1

(29) CCCC(=O)Nc1ccc2c(c1)C(=O)N(C)C[C@H](OC)[C@@H](C)CN(C(=O)c1cnccn1)[C@@H](C)CO2
  TcdB inh: -0.5

(30) C[C@H](CO)N1C[C@H](C)[C@H](CN(C)C(=O)Cc2ccncc2)Oc2cc(C#CC3CC3)ccc2S1(=O)=O
  TcdB inh: -0.4

(31) C[C@@H]1CN([C@@H](C)CO)S(=O)(=O)c2ccc(C#C[C@@H](C)O)cc2O[C@H]1CN(C)Cc1cncnc1
  TcdB inh: -1.0

(32) COc1ccc(S(=O)(=O)Nc2ccc3c(c2)C(=O)N([C@H](C)CO)C[C@@H](C)[C@H](CN(C)C(=O)Nc2ccc(F)cc2)O3)cc1
  TcdB inh: -0.4

(33) CC(=O)N(C)C[C@@H]1Oc2ncc(C#Cc3ccccc3)cc2C(=O)N([C@@H](C)CO)C[C@@H]1C
  TcdB inh: -0.6

(34) COc1ccc(NC(=O)Nc2ccc3c(c2)[C@@H]2C[C@H](CC(=O)N(C)C)O[C@H](CO)[C@@H]2O3)cc1
  TcdB inh: 0.5

(35) O=C(C[C@H]1C[C@H]2c3cc(NC(=O)c4ccc5c(c4)OCO5)ccc3O[C@H]2[C@H](CO)O1)NCc1cc(F)ccc1F
  TcdB inh: -0.7

(36) COCC#Cc1cnc2c(c1)C(=O)N([C@@H](C)CO)C[C@H](C)[C@@H](CN(C)C(=O)Nc1ccc(OC)cc1)O2
  TcdB inh: 0.9

(37) CO[C@@H]1CN(C)C(=O)c2ccc(NC(=O)Nc3cc(F)ccc3F)cc2OC[C@@H](C)N(C(=O)c2cnccn2)C[C@H]1C
  TcdB inh: 0.1

(38) COc1ccc2c3c(n(C)c2c1)[C@H](CO)N(S(C)(=O)=O)CC31CCN(C(=O)C2CCC2)CC1
  TcdB inh: 0.6

(39) O=C(C[C@H]1CC[C@H](NC(=O)C2CC2)[C@H](CO)O1)NC1CCC1
  TcdB inh: 1.3

(40) C[C@@H]1CN([C@@H](C)CO)C(=O)Cc2cc(NS(=O)(=O)c3ccccc3)ccc2O[C@@H]1CN(C)S(=O)(=O)c1cccs1
  TcdB inh: 0.5

(41) Cc1ccc(S(=O)(=O)N2C[C@@H]3N[C@H](C2)C3c2ccc(-c3ccncc3)cc2)cc1 (stereo partly drawn)
  TcdB inh: 0.0&-0.2

(42) CO[C@H](CN(C)C(=O)c1ccccc1F)[C@H](C)CN([C@@H](C)CO)S(=O)(=O)c1ccccc1
  TcdB inh: -2.2

(43) COCC(=O)Nc1ccc2c(c1)C(=O)N(C)C[C@@H](OC)[C@H](C)CN(CC1CCCCC1)[C@H](C)CO2
  TcdB inh: 0.5

(44) COc1ccc(S(=O)(=O)N(C)C[C@@H]2Oc3cc(-c4cccc(F)c4)ccc3S(=O)(=O)N([C@@H](C)CO)C[C@@H]2C)cc1
  TcdB inh: 0.5

(45) O=C(C[C@H]1C=C[C@H](NC(=O)Nc2ccc3c(c2)OCO3)[C@@H](CO)O1)NCc1ccc(Cl)cc1
  TcdB inh: 0.0

# Part of the list above in order of count of non-hydrogen atoms, falling.
(28) Cc1noc(C)c1NC(=O)N(C)C[C@@H]1OCCCC[C@H](C)Oc2ccc(NC(=O)NC(C)C)cc2C(=O)N([C@@H](C)CO)C[C@H]1C
  TcdB inh: -2.1

(32) COc1ccc(S(=O)(=O)Nc2ccc3c(c2)C(=O)N([C@H](C)CO)C[C@@H](C)[C@H](CN(C)C(=O)Nc2ccc(F)cc2)O3)cc1
  TcdB inh: -0.4

(37) CO[C@@H]1CN(C)C(=O)c2ccc(NC(=O)Nc3cc(F)ccc3F)cc2OC[C@@H](C)N(C(=O)c2cnccn2)C[C@H]1C
  TcdB inh: 0.1

(44) COc1ccc(S(=O)(=O)N(C)C[C@@H]2Oc3cc(-c4cccc(F)c4)ccc3S(=O)(=O)N([C@@H](C)CO)C[C@@H]2C)cc1
  TcdB inh: 0.5

(36) COCC#Cc1cnc2c(c1)C(=O)N([C@@H](C)CO)C[C@H](C)[C@@H](CN(C)C(=O)Nc1ccc(OC)cc1)O2
  TcdB inh: 0.9

(29) CCCC(=O)Nc1ccc2c(c1)C(=O)N(C)C[C@H](OC)[C@@H](C)CN(C(=O)c1cnccn1)[C@@H](C)CO2
  TcdB inh: -0.5

(43) COCC(=O)Nc1ccc2c(c1)C(=O)N(C)C[C@@H](OC)[C@H](C)CN(CC1CCCCC1)[C@H](C)CO2
  TcdB inh: 0.5

(31) C[C@@H]1CN([C@@H](C)CO)S(=O)(=O)c2ccc(C#C[C@@H](C)O)cc2O[C@H]1CN(C)Cc1cncnc1
  TcdB inh: -1.0

(34) COc1ccc(NC(=O)Nc2ccc3c(c2)[C@@H]2C[C@H](CC(=O)N(C)C)O[C@H](CO)[C@@H]2O3)cc1
  TcdB inh: 0.5

(42) CO[C@H](CN(C)C(=O)c1ccccc1F)[C@H](C)CN([C@@H](C)CO)S(=O)(=O)c1ccccc1
  TcdB inh: -2.2

(41) Cc1ccc(S(=O)(=O)N2C[C@@H]3N[C@H](C2)C3c2ccc(-c3ccncc3)cc2)cc1 (stereo partly drawn)
  TcdB inh: 0.0&-0.2

(39) O=C(C[C@H]1CC[C@H](NC(=O)C2CC2)[C@H](CO)O1)NC1CCC1
  TcdB inh: 1.3

# Screen by screen, from the results shown:
# TcdB inh, compounds 29 to 39 → -0.5, -0.4, -1.0, -0.4, -0.6, 0.5, -0.7, 0.9, 0.1, 0.6, 1.3

# (further entries)
(46) C[C@H]1CN([C@@H](C)CO)S(=O)(=O)c2ccc(C#CC(C)(C)O)cc2O[C@@H]1CN(C)CC1CC1
  TcdB inh: -1.7

(47) O=C(Cc1cccnc1)N1[C@@H](CO)[C@H](c2ccccc2)[C@@H]1CNCC1CCC1
  TcdB inh: 3.7

(48) C[C@H](CO)N1C[C@H](C)[C@H](CN(C)S(=O)(=O)c2ccc(F)cc2)Oc2c(NS(=O)(=O)c3cccs3)cccc2C1=O
  TcdB inh: 0.0

(49) C[C@@H]1CN([C@@H](C)CO)C(=O)c2cc(C#Cc3ccccn3)cnc2O[C@H]1CN(C)Cc1cncnc1
  TcdB inh: -3.2

(50) O=C(c1ccc(F)cc1)N1C[C@H]2[C@@H](c3ccccc31)[C@H](CO)N2C(=O)c1ccc(F)cc1
  TcdB inh: -0.9

(51) COc1ccc(S(=O)(=O)Nc2ccc3c(c2)CC(=O)N([C@H](C)CO)C[C@@H](C)[C@@H](CN(C)S(=O)(=O)c2cccs2)O3)cc1
  TcdB inh: 1.1

(52) O=C(C[C@@H]1C[C@@H]2c3cc(NC(=O)NC4CCCC4)ccc3O[C@@H]2[C@H](CO)O1)NCc1ccccc1F
  TcdB inh: -0.3

(53) CCC(=O)N1CCCCN2[C@H](CO)[C@H](c3ccc(-c4cccc(C(=O)N(C)C)c4)cc3)[C@H]2C1
  TcdB inh: 0.2

(54) CCCc1cn([C@@H]2C[C@@H]3O[C@H](CO)CC[C@@H]3O[C@@H]2CCc2ccc(-c3cccc(OC)c3)cc2)nn1
  TcdB inh: -0.8

(55) O=C(C[C@@H]1CC[C@@H]2[C@H](COC[C@@H](O)CN2S(=O)(=O)c2ccccc2)O1)NCCN1CCCCC1
  TcdB inh: -1.3

(56) O=C([C@H]1[C@H](CO)[C@H]2Cn3c(ccc(/C=C/c4ccccc4)c3=O)[C@@H]1N2)N1CCCCC1
  TcdB inh: 0.2

(57) COc1ccc(S(=O)(=O)N(C)C[C@@H]2Oc3c(NC(=O)C4CCOCC4)cccc3C(=O)N([C@H](C)CO)C[C@H]2C)cc1
  TcdB inh: 0.8

(58) Cc1ccccc1S(=O)(=O)N1[C@@H]2CNC[C@H]1C2c1ccc(/C=C/c2ccccc2)cc1 (stereo partly drawn)
  TcdB inh: 0.3&-0.2

(59) CCCC#Cc1cnc2c(c1)C(=O)N([C@@H](C)CO)C[C@H](C)[C@@H](CN(C)C(=O)Cc1cccnc1)O2
  TcdB inh: 1.3

(60) C[C@@H](NC(=O)C[C@@H]1CC[C@@H]2[C@@H](COc3ccc(NS(=O)(=O)c4ccc(Cl)cc4)cc3C(=O)N2C)O1)c1ccccc1
  TcdB inh: 1.4

(61) O=C(Cc1ccncc1)NCC[C@@H]1CC[C@H](NC(=O)Nc2cccc(F)c2)[C@@H](CO)O1
  TcdB inh: -0.1

(62) COCC(=O)Nc1ccc2c(c1)[C@@H]1C[C@H](CC(=O)NCc3ccccn3)O[C@H](CO)[C@@H]1O2
  TcdB inh: -3.3

(63) COc1ccccc1S(=O)(=O)N1CC[C@@H]2[C@H](CO)Nc3ccc(-c4ccccc4)cc3[C@@H]21
  TcdB inh: 0.2

(64) C[C@@H]1CN([C@@H](C)CO)S(=O)(=O)c2ccc(C#Cc3ccc(F)cc3)cc2O[C@H]1CN(C)C(=O)CN(C)C
  TcdB inh: 2.0

(65) C/C=C/c1ccc([C@H]2[C@@H](CO)N(CC3CC3)[C@@H]2CNC(=O)c2ccccc2)cc1
  TcdB inh: -4.3

(66) COc1ccc(S(=O)(=O)Nc2ccc3c(c2)CC(=O)N([C@@H](C)CO)C[C@@H](C)[C@H](CN(C)C(=O)Nc2ccc4c(c2)OCO4)O3)cc1
  TcdB inh: 0.4

(67) C[C@@H]1CN([C@H](C)CO)C(=O)c2cccc(NC(=O)CCCCCC(=O)Nc3ccccc3N)c2O[C@@H]1CN(C)C(=O)Nc1ccc(F)cc1
  TcdB inh: 1.5

(68) O=C(C[C@H]1CC[C@@H]2[C@H](COC[C@@H](O)CN2C(=O)Nc2cccc(Cl)c2)O1)NCCCN1CCOCC1
  TcdB inh: 0.7
